Compound activity as filed in PubChem BioAssay.
All columns: NCI-60 one-dose screen, growth in % after 48 h at 10 µM unless noted; 100 = growth as untreated, 0 = no growth, -100 = all killed.
M14: M14 melanoma. 80,000 tested, 6.2% active. AID 1794745
UACC-257: UACC-257 melanoma | AID 1794764 | 78,000 tested, 4.4% active
SK-MEL-28: SK-MEL-28 melanoma; 81,000 tested, 4.1% active; AID 1794761
UACC-62: UACC-62 melanoma; 81,000 tested, 5.4% active
HOP-92: HOP-92 NSCLC cells. 71,000 tested, 6.3% active. AID 1794738
EKVX: EKVX NSCLC. AID 1794765. 71,000 tested, 3% active
A549/ATCC: A549/ATCC NSCLC. 81,000 tested, 3.7% active. AID 1794740
SK-MEL-5: SK-MEL-5 melanoma; AID 1794755; 80,000 tested, 6.4% active
* = called active by the depositor; x = not tested or not shown; & = joins results of further samples. The calls were made as follows: active = growth percent below 10; inactive = the rest.

SMILES	M14	UACC-257	SK-MEL-28	UACC-62	HOP-92	EKVX	A549/ATCC	SK-MEL-5
Clc1nc(-c2ccncc2)nc2sc3c(c12)CCCCCC3	108	x	104	94	x	x	104	x
Cc1ccc(S(=O)(=O)O)cc1N	96	109	109	107	x	110	108	100
COC(=O)[C@H](Cc1ccccc1)NC(=O)C1(C)CCC[C@]2(C)[C@H]3C[C@H]4C(C(C)C)=C[C@]3(CC[C@@H]12)[C@@H]1C(=O)CCC(=O)[C@@H]14 (stereo partly drawn)	93	99	99	88	91	96	99	94
O=S(=O)(Nc1cc(Cl)c(F)c(Cl)c1)c1ccc(-c2cnc(C3CC3)o2)cc1	23	70	67	43	63	48	41	29
O=C(CN1CCN(c2cc3c(cc2F)c(=O)c(C(=O)O)cn3C2CC2)CC1)N/N=C/c1ccco1	97	94	98	93	88	98	91	95
O=C(O)COc1ccc(Cl)cc1C1CCCCC1	102	114	108	96	111	117	93	x
CC(NC(=O)CCSCC1NC(=O)C2C(N1)SC1CCCC12)C1CNN(C)C1C (stereo not drawn)	99	102	x	89	85	99	102	99
COc1cc(OC)cc(C(=O)Nc2cccc(-c3cc(=O)c4ccccc4o3)c2)c1	106	122	118	102	155	97	83	71
CC(=O)Oc1ccccc1C(=O)Nc1ccc(C(=O)/C=C/c2ccc(O)cc2)cc1	105	125	113	103	131	109	114	100
OC1(c2ccc(Cl)cc2)CCCCC1	99	116	118	104	78	98	111	116
COC(=O)c1ccc(NC(=O)c2c(C)[nH]c3ccc([N+](=O)[O-])cc3c2=O)cc1O	118	106	103	100	90	99	100	77
CN(C)CCOC1(Cc2ccc(F)cc2)CCC(C(C)(C)C)CC1 (stereo not drawn)	93	76	102	97	85	101	70	94
COc1cccc(Cn2c(-c3nonc3N)nc3ccccc32)c1	20	49	44	34	x	x	16	17
COc1cc2nc3sc4c(n3c(=O)c2cc1OC)C(=O)N(c1ccc(C(=O)OC(C)C)cc1)C4=O	112	105	122	91	81	110	96	100
CCCC1Cc2cc(-n3nc(C)c4c3CC(C)(C)CC4=O)cc(NC3CCC(O)CC3)c2C(=O)N1 (stereo not drawn)	34	37	32	6.3*	-0.5*	63	32	41
CC(C(=O)O)c1ccc(-c2ccccc2)c(F)c1 (stereo not drawn)	104	107	102	101	112	113	x	107
CC(C)C[C@H](N)C(=O)N=S(N)(=O)c1cccc(F)c1 (stereo partly drawn)	96	98	109	91	93	89	85	97
N#Cc1cnn2c(-c3ccc(Cl)cc3)nc(NCCc3ccccc3)nc12	95	100	101	66	93	87	93	100
N#C/C(=C\c1ccc(-c2ccc(Cl)cc2)o1)c1ccccc1	85	96	96	76	58	56	79	77
S=C(Nc1cccc2ccccc12)Nc1cccc2ccccc12	95&108	102&114	113&107	104&97	82&85	95&95	96&109	97&101

Arranged by count of non-hydrogen atoms (lowest first): 7 of the compounds above.
SMILES	M14	UACC-257	SK-MEL-28	UACC-62	HOP-92	EKVX	A549/ATCC	SK-MEL-5
CC(C(=O)O)c1ccc(-c2ccccc2)c(F)c1 (stereo not drawn)	104	107	102	101	112	113	x	107
CC(C)C[C@H](N)C(=O)N=S(N)(=O)c1cccc(F)c1 (stereo partly drawn)	96	98	109	91	93	89	85	97
N#C/C(=C\c1ccc(-c2ccc(Cl)cc2)o1)c1ccccc1	85	96	96	76	58	56	79	77
COc1cccc(Cn2c(-c3nonc3N)nc3ccccc32)c1	20	49	44	34	x	x	16	17
N#Cc1cnn2c(-c3ccc(Cl)cc3)nc(NCCc3ccccc3)nc12	95	100	101	66	93	87	93	100
COC(=O)c1ccc(NC(=O)c2c(C)[nH]c3ccc([N+](=O)[O-])cc3c2=O)cc1O	118	106	103	100	90	99	100	77
COc1cc2nc3sc4c(n3c(=O)c2cc1OC)C(=O)N(c1ccc(C(=O)OC(C)C)cc1)C4=O	112	105	122	91	81	110	96	100

Next section.
SMILES	M14	UACC-257	SK-MEL-28	UACC-62	HOP-92	EKVX	A549/ATCC	SK-MEL-5
COc1ccc(/C=N/c2n[nH]c(Nc3ccc(OC)cc3)n2)cc1	107	111	108	103	106	99	108	104
Nc1cccc(-c2nc3sccn3c2-c2ccnc(NCCNS(=O)(=O)c3ccc(C(F)(F)F)cc3)n2)c1	54	65	82	62	-6.1*	67	30	33
CC/C(=C(/c1ccc(O)cc1)c1ccc(OCCN(C)C(=O)COCCOCCNC(=O)c2ccc3c(c2)CN([C@@H]2CCC(=O)NC2=O)C3=O)cc1)c1ccccc1	92	96	97	92	18	93	85	84
CCCCCN(C)c1ncnc2[nH]ncc12	105	x	108	119	76	75	101	102
S=c1[nH]nc(-c2cc(-c3ccncc3)n(-c3ccccc3)n2)o1	x	87	121	103	x	93	95	107
Cc1nc2ccc(Cl)cn2c1-c1nnc(SCc2ccc([N+](=O)[O-])cc2)o1	70	61	40	46	48	65	67	44
c1ccc2c(c1)CCCC2c1cc2ccccc2s1 (stereo not drawn)	91	113	108	89	71	95	100	95
CCCCn1c(C)nc2ccc(Nc3nc(N4CCCC4)nc4nc[nH]c34)cc21	110	107	106	82	50	99	84	68
CN(C)Cc1cc(C(=O)/C=C/c2ccc(C(=O)O)cc2)cc(CN(C)C)c1O	93	105	126	96	92	125	100	97
Cc1cc(=O)n2nc(-c3cn(C)c4ccc(Cl)cc34)sc2n1	92	97	100	87	80	89	97	89

The last 2 compounds of the section above lead into the next:
SMILES	M14	UACC-257	SK-MEL-28	UACC-62	HOP-92	EKVX	A549/ATCC	SK-MEL-5
CN(C)Cc1cc(C(=O)/C=C/c2ccc(C(=O)O)cc2)cc(CN(C)C)c1O	93	105	126	96	92	125	100	97
Cc1cc(=O)n2nc(-c3cn(C)c4ccc(Cl)cc34)sc2n1	92	97	100	87	80	89	97	89
CN(C)c1nn2c(-c3ccccc3)nnc2o1	111	95	106	100	x	92	98	102
CC(=O)OC(COS(=O)(=O)c1ccc(C)cc1)Cn1cnc2c1c(=O)n(C)c(=O)n2C (stereo not drawn)	95	98	113	101	96	89	100	91
CCN(CC)S(=O)(=O)c1ccc(OC)c(NC(=O)c2[nH]c(C)c3c2CCCCC3=O)c1	42	40	56	16	38	44	45	-22*
CCN(CC)C(=O)c1cc[n+](CC)cc1	94	96	101	96	x	101	96	95
O=C1CC[C@@H](C(=O)N[C@H]2CSSC[C@@H](C(=O)N/C=C/c3ccc(O)cc3)NC(=O)[C@H](Cc3ccccc3)NC(=O)[C@@H]3CCCN3C(=O)[C@@H]3CCCN3C2=O)N1	94	95	101	100	99	95	85	97
Cc1ccc(NC2CC(=O)N(c3c(C)cc(C)cc3C)C2=O)c(C)c1 (stereo not drawn)	107	100	109	94	95	95	102	100
Cc1c(C(=O)c2ccc3c(c2)OCO3)ccc2c1OCO2	81	95	93	85	55	96	97	98
O=C(O)C1=NN(c2cc(Cl)c(S(=O)(=O)O)cc2Cl)C(=O)C1	102	106	112	116	99	117	94	111
COc1ccc(OC)c(C(=O)c2ccc([N+](=O)[O-])cc2)c1	101	118	106	93	99	129	99	110
CC(=O)c1c(C)n(CCO)c2c1c(C)nc1ccccc12	99	119	108	93	116	91	111	107
COc1cc(OCc2cccc(Br)c2C)cc(OC)c1C=O	91	83	99	37	91	81	77	92
CCCCN(CCCC)CCC(C)(O)c1cc2ccccc2c2ccccc12 (stereo not drawn)	91	83	121	x	44	103	83	102
CC(Nc1ccccc1)c1cccs1 (stereo not drawn)	98	89	x	94	87	100	108	100
COc1ccc(Nc2ncccc2NC(=O)c2cn(Cc3cccc(Oc4ccccc4)c3)nn2)cc1	96	93	102	67	100	87	80	76
O=C1OC2(OC(=O)c3ccccc32)Oc2cc(C(F)(F)F)ccc21 (stereo not drawn)	95	107	100	x	101	93	97	104
S=C(NNc1ccccc1)NNc1ccccc1	94	98	105	88	75	x	100	95
CS(=O)(=O)c1ccc(-c2[nH]c3ccccc3c2/C=N/NC(N)=O)cc1	110	98	94	86	103	95	102	100
O=C1OC(c2ccccc2)=N/C1=C\c1coc2ccccc2c1=O	x	120	92	102	16	x	109	108
CCCCOc1nc(-c2cccnc2)cc(-c2ccc(OC)c(OC)c2)c1C#N	116	104	108	89	74	x	93	85
C=C(C)[C@@H]1CC[C@]2(/C=N/Nc3ccncc3)CC[C@]3(C)[C@H](CC[C@@H]4[C@@]5(C)CCCNC(C)(C)[C@@H]5CC[C@]43C)[C@@H]12	79	95	95	88	56	100	78	82

Single records, from the list above. Order of values: M14 | UACC-257 | SK-MEL-28 | UACC-62 | HOP-92 | EKVX | A549/ATCC | SK-MEL-5
O=C(CN1CCN(c2cc3c(cc2F)c(=O)c(C(=O)O)cn3C2CC2)CC1)N/N=C/c1ccco1 is entered as 97 | 94 | 98 | 93 | 88 | 98 | 91 | 95
CCCCOc1nc(-c2cccnc2)cc(-c2ccc(OC)c(OC)c2)c1C#N is entered as 116 | 104 | 108 | 89 | 74 | x | 93 | 85
O=C(O)C1=NN(c2cc(Cl)c(S(=O)(=O)O)cc2Cl)C(=O)C1 is entered as 102 | 106 | 112 | 116 | 99 | 117 | 94 | 111
CCCC1Cc2cc(-n3nc(C)c4c3CC(C)(C)CC4=O)cc(NC3CCC(O)CC3)c2C(=O)N1 (stereo not drawn) is entered as 34 | 37 | 32 | 6.3* | -0.5* | 63 | 32 | 41
Cc1c(C(=O)c2ccc3c(c2)OCO3)ccc2c1OCO2 is entered as 81 | 95 | 93 | 85 | 55 | 96 | 97 | 98

Next results.
SMILES	M14	UACC-257	SK-MEL-28	UACC-62	HOP-92	EKVX	A549/ATCC	SK-MEL-5
Cc1ccc(Oc2no[n+]([O-])c2-c2ccccc2)cn1	31	54	31	27	75	70	66	74
CS(=O)(=O)OCC1NC(=O)C(COS(C)(=O)=O)NC1=O (stereo not drawn)	93&92	116&76	112&115	102&101	104&96	89&99	96&78	103&96
C=C(/C=C/[C@@H](C)[C@H]1CC[C@H]2C3=CC[C@H]4C[C@@H](O)CC[C@]4(C)[C@H]3CC[C@]12C)C(C)C	102	x	116	95	87	97	74	104
CCN(CC)CCCN1C(=O)c2c(c(C)c3c(oc4ccc(O)cc43)c2C)C1=O	87	102	82	96	69	101	-77*	48
CC(C)c1ccc(CN(C)C)c(O)c1C(C)(C)C	107	107	108	106	x	x	109	108
COc1ccc(-c2cc3cnc4ccc(Br)cc4c3oc2=O)cc1	104	109	105	94	87	94	104	106
CCOC(=O)C1=C(C)N=C2SC=C(c3ccccc3)N2[C@H]1c1cn[nH]c1-c1ccccc1	97	x	106	78	76	102	88	95
O=C(Nc1ccccn1)c1ccc(-n2c(=O)[nH]c3ccccc3c2=O)cc1	97	122	117	94	92	96	119	108
CCN(CC)c1ccc(C=O)c(OCc2cn(CC(=O)Nc3ccc(Br)cc3C)nn2)c1	108	106	105	97	121	108	109	101
C=CCn1c(SC/C(=N\O)c2ccc(OC)cc2)nnc1-c1c[nH]c2ccccc12	97	112	104	79	91	93	109	90
O=c1oc2ccc(Br)cc2cc1-c1cs/c(=N/N=C\c2ccc(Br)cc2)n1/N=C/c1ccc(Br)cc1	x	96	115	97	103	109	84	103
COc1ccccc1NC(=O)CC(C)=O	105	118	112	108	78	113	106	103
COc1cc(/C=C/C(=O)C(C)(C)C)cc(OC)c1OC	103	101	108	97	95	94	85	91
COc1cc(N(C)C)ccc1/C=C(/C#N)C(=O)N1c2ccccc2Sc2ccc(SC)cc21	101	106	103	95	107	100	93	98
Cc1ccc(/C=N/Nc2nc(Nc3ccccc3)nc(Nc3ccc(S(N)(=O)=O)cc3)n2)cc1	73	101	76	91	112	78	83	76
Nc1[nH][nH]c(=O)c1N=Nc1ccccc1	112&102	109&109	118&111	109&96	101	91&85	110&103	100&104
COc1ccc(-n2c(-c3sc(NC(C)=O)nc3C)n[nH]c2=S)cc1	97	104	111	101	103	87	105	103
O=c1[nH]cccc1O	108	122	143	84	80	97	111	109
CC(=O)c1c(C)[nH]c(-c2nc3ccc(N4CCN(C)CC4)cc3[nH]2)c1-c1ccc2c(c1)OCCO2	40	48	51	21	39	45	44	26
CC(C)(C)CC(C)(C)c1ccc(OCCOc2ccc(C(=O)NCCNC(=O)c3ccc4ccccc4c3O)cc2N)cc1	106	104	121	95	x	106	107	99
CC(C)[C@@H]1CC[C@@H](C)C[C@H]1OC(=O)c1ccccc1	110	99	114	98	85	108	103	111
